# Nrf2 block: blocks Nrf2 signaling; AID 504444; Potency, µM (series often up to 46 µM), for inactives: top-dose activity change, negative = inhibition, hits mostly inhibitors; A549 ARE-Fluc reporter, luciferase luminescence, 18-24 h; 2.1% of 360,000 active; also: potency is read from the fitted curve at half-maximal effect; % is scaled to controls: 0 for no effect and ±100 for the full control effect; nearly all actives have a fitted effect of over 60% in size
#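 Cells were seeded and rested 2 h, then exposed to compounds for 18-24 h. CellTiter-Fluor was read first as a viability measure. BugLite was added 15 min before the final luminescent read of ARE-luciferase activity in A549 cells.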
# A549 viability: kills or reduces viability of A549 cells in Nrf2 counter-screen | A549 ARE-Fluc cells, CellTiter-Fluor viability, 18-24 h | Potency, µM (highest dose often 46 µM), for inactives: top-dose activity change, negative = cytotoxicity, actives largely listed as inhibitors | 0.16% of 390,000 active | AID 504648; also: potency is read from the fitted curve at half-maximal effect; % is scaled to controls: 0 for no effect and ±100 for the full control effect
#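 Cytotoxicity counterscreen: CellTiter-Fluor fluorescence was measured in A549 ARE_Fluc cells after 18-24 h of compound exposure in a concentration series. The subsequent BugLite luminescent read reports ARE-luciferase activity.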
# HepG2 tox: HepG2 cytotoxicity, counter-screen for TGF-b inhibitors | HepG2 CAGA-GFP viability, ATP luminescence, 18 h | Potency, µM (titrated, usually from 46.1 µM), without a hit: at the top dose activity change, negative = cytotoxicity, actives largely listed as cytotoxic | 0.76% of 410,000 active | AID 588856; also: potency is read from the fitted curve at half-maximal effect; some results filed as inactive show a strong effect at the top dose
#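 CellTiter-Glo luminescence gave cytotoxicity after 18 hours at 37 degrees C. The cells were HepG2 CAGA-GFP in 1% FBS DMEM, stimulated with 500 pg/mL TGF-beta after compound addition. %Activity was normalised to no-cell wells (complete cell-killing) and DMSO (no toxicity), and curves were fitted and classified.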
# Nrf2 ARE act: Nrf2 pathway activation. Potency, µM (series often up to 46.1 µM), for inactives: top-dose activation, hits mostly activators. AREc32 ARE-luciferase reporter (MCF7-derived line), luminescence, 24 h. 0.31% of 410,000 active; also: potency is read from the fitted curve at half-maximal effect; % of control where 0% means no effect; nearly all actives have a fitted effect of over 65% in size
#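 AREc32 cells carrying an ARE-driven firefly luciferase, 1000 cells/well in OPTI-MEM with 5% FBS, dosed after overnight attachment and incubated 24 hr at 37 deg C. Steady-Glo luminescence read after 30 min at RT.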
# pAkt inh: Akt phosphorylation inhibition. Neuro2A IGF-stimulated pAkt S473 HTRF, 20 min; active compounds read low. activity change, % for hits at 50 µM. 0.32% of 360,000 active. AID 651550; in the data active = activity change below about -80%; inconclusive = mostly about -51% to -80%; also: % is scaled to controls: 0 for no effect and ±100 for the full control effect
#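 Neuro2A cells (4,500/well, DMEM with 0.5% FBS) were treated with compound at a single 50 µM final concentration, stimulated with 6 nM IGF for 20 min at 37 °C, and lysed. Phospho-Akt Ser473 was read by HTRF as 665/615 ratio ×10^4.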
# CCT chaperon mod: changes cytosolic chaperonin activity. purified chaperonin ATPase assay, HTRF ADP detection, 30 min. activity change, % (test concentration not listed), hits read low. 0.3% of 360,000 active; in the data active = activity change below about -30%; also: % is scaled to controls: 0 for no effect and ±100 for the full control effect
#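 First, chaperonin was dispensed at 40 nM or 20 nM final depending on batch activity. Next, compounds were pinned at 76 uM and ATP added at 10 uM. After 30 min at 37 °C, ADP detection reagents ran 30 min at ambient temperature.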
# Abeta rescue: restores growth of yeast expressing A-beta42 peptide; yeast expressing A-beta42, growth rescue, OD600, 48 h; response scale: 0% DMSO, 100% iron-clioquinol control; Potency, µM (highest dose often 46.1 µM), inactives show at the highest dose growth rescue, usual class: activators; 0.063% of 410,000 active; also: potency is read from the fitted curve at half-maximal effect; nearly all actives have a fitted effect of over 55% in size
#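 Yeast growth medium received pinned compounds, then yeast cells expressing toxic A-beta were added; plates incubated at 30 C for 48 hr. Growth read as absorbance at 600 nm, normalized to DMSO and equimolar FeCl3 plus clioquinol controls.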
# TGFb SMAD3 inh: inhibitors of TGF-b signaling; HepG2 CAGA-GFP TGF-b/SMAD3 reporter, GFP fluorescence, 18 h; TGF-beta stimulated, 500 pg/mL final; Potency, µM (top dose mostly 46.1 µM), for the others: at the top dose activity, negative = inhibition, hits mostly inhibitors; 1.2% of 410,000 active; AID 588855; also: potency is read from the fitted curve at half-maximal effect; % is scaled to controls: 0 for no effect and ±100 for the full control effect; nearly all actives have a fitted effect of over 65% in size
#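 First, reporter cells (HEPG2 CAGA-GFP) rested 2 h at 37 degrees C. Next, compounds were pinned in and TGF-beta added to 500 pg/mL final. After 18 h, GFP was imaged per cell and summed per well.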
# Mm-Cpn inhibitor: inhibitors of Methanococcus maripaludis chaperonin (MmCpn) | purified Mm-Cpn ATPase, ADP Transcreener TR-FRET | Potency, µM (titrated, usually from 76.9 µM), for inactives: at the top dose activity, negative = inhibition, hits mostly inhibitors | 0.031% of 330,000 active | AID 504842; also: potency is read from the fitted curve at half-maximal effect; % is scaled to controls: 0 for no effect and ±100 for the full control effect; nearly all actives have a fitted effect of over 80% in size
#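 TR-FRET (320 nm excitation; 590 and 665 nm emission) reports ADP made from 10 uM ATP by 25 nM enzyme; compounds were preincubated 10 min, reaction run 30 min, both at 37°C.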
# Numbers without * were called inactive; i = inactive; ? = inconclusive; nt = no result given; & = joins results of further samples; [ ] = dose if it differs, or a comment. Unless noted, calls follow the shape of the dose curve; as a rule, active = well fitted curve in the direction sought with a large enough effect; inconclusive = small, poorly fitted or top-dose-only effect, or another doubt; inactive = no such curve, though single readings can be large; an effect the other way counts as inactive or inconclusive.
[1] Cc1cc(C)c2c(=O)[nH]c(SCC(=O)c3ccc(C(C)C)cc3)nc2n1
[2] COc1ccc(OC)c(NC(=O)[C@@H]2CCCN2C(=O)c2cccs2)c1
[3] CCOC(=O)c1c(NC(=O)c2noc(C)c2[N+](=O)[O-])sc(C(C)=O)c1C
[4] Cc1ccc(S(=O)(=O)CCC(=O)Nc2sccc2C#N)cc1
[5] CCOc1ccc(CNC(=O)C(C)n2nc(C)c3c(C)n(-c4ccccc4)nc3c2=O)cc1 (stereo unspecified)
[6] COc1ccccc1N(C)S(=O)(=O)c1ccc(C(=O)OC(C)C(=O)NCc2ccc3c(c2)OCO3)cc1 (stereo unspecified)
[7] NC(=O)C1(Nc2ccccc2Cl)CCCC1
[8] NC(=O)c1cc(S(=O)(=O)Nc2ccccc2)cs1

assay / entry | 1 | 2 | 3 | 4 | 5 | 6 | 7 | 8
Nrf2 block | -5% | 2% | -4% | 2% | -22% | -5% | -23% | -7%
A549 viability | -6% | -10% | 2% | 1% | 3% | 4% | 6% | 1%
HepG2 tox | 0% | 3% | -16% | 0% | 8% | 0% | -5% | -1%
Nrf2 ARE act | 0.3% | -0.1% | 8.4% | ? | -1.9% | -0.6% | -0.4% | 0.3%
pAkt inh | i | i | i | i | i | i | i | i
CCT chaperon mod | -2.2 | 1.2 | -1.6 | 2.2 | 1.7 | -2.3 | -2.9 | -2.8
Abeta rescue | 8% | -7% | -2% | -7% | -8% | 11% | 0% | -21%
TGFb SMAD3 inh | 0% | 2% | -4% | -22% | 18% | -9% | -5% | 7%
Mm-Cpn inhibitor | -9% | -1% | 1% | 3% | 1% | 0% | nt | 1%

[9] CCOC(=O)Cn1c2c(c(=N)c3c1CCC3)CCCC2
[10] CN(CCc1ccccn1)Cc1ccc(Cl)cc1Cl
[11] CCN(CC)C(=O)CN(c1cc2c(cc1OC)oc1ccccc12)S(=O)(=O)c1ccccc1
[12] CCC1CCCCN1C(=O)c1cc2c(=O)n3cccc(C)c3nc2s1 (stereo unspecified)
[13] O=C(NCCN1C(=O)S/C(=C/c2cccnc2)C1=O)C1=NN(c2ccccc2)C(=O)CC1
[14] Oc1ccc(/C=C/c2ccc3ccccc3n2)cc1
[15] CCCCC(O)(C(NC=O)C(=O)OC)C(F)(F)F (stereo unspecified)
[16] COc1ccc(N(CC(=O)NCCSc2ccccn2)S(=O)(=O)c2ccccc2)cc1Cl

assay / entry | 9 | 10 | 11 | 12 | 13 | 14 | 15 | 16
Nrf2 block | -27% | 17% | 16µM* | ? | 7% | 11% | 3% | ?
A549 viability | 0% | 14% | ? | 3% | 2% | -8% | -5% | -5%
HepG2 tox | 5% | 5% | 6% | -17% | -5% | -2% | -4% | 24%
Nrf2 ARE act | -0.5% | -0.4% | -1.1% | 4.1% | 13% | 0.2% | 0.4% | 0.0%
pAkt inh | i | i | i | i | i | i | i | i
CCT chaperon mod | 1.2 | 2.5 | -3.1 | 1.7 | 1.0 | -0.8 | 1.3 | -1.1
Abeta rescue | 0% | -8% | 14% | -59%[inhibitor] | 11% | -24% | 27% | -11%
TGFb SMAD3 inh | 10% | 0% | ? | 1% | -1% | -2% | -1% | 0%
Mm-Cpn inhibitor | 2% | 0% | nt | 1% | -2% | -18% | 3% | -4%

# Continued (2 carried over from the part before).
[15] CCCCC(O)(C(NC=O)C(=O)OC)C(F)(F)F (stereo unspecified)
[16] COc1ccc(N(CC(=O)NCCSc2ccccn2)S(=O)(=O)c2ccccc2)cc1Cl
[17] Cc1ccc(CNC(=O)C2CCN(c3nn4c(=O)cc(C)nc4s3)CC2)cc1
[18] CCCN(CCC)S(=O)(=O)c1ccc(C(=O)Nc2nc3c(s2)CCc2ccccc2-3)cc1
[19] COc1cccc(-c2csc(N3CCN(C(=S)Nc4ccc(Cl)cc4)CC3)n2)c1
[20] O=C(/C=C/c1ccccc1)NCCSc1ccc(Cl)cc1
[21] CCCOc1ccc(C(CC(=O)O)NS(=O)(=O)c2ccc(NC(C)=O)cc2)cc1 (stereo unspecified)
[22] O=C(O)C(=Cc1ccc([N+](=O)[O-])cc1)c1cccc(Cl)c1
[23] COc1ccc(NC(=O)C2CCN(c3cc(C)nc(-c4ccccc4)n3)CC2)cc1
[24] CCc1nn(C(CC)C(=O)NCC(C)c2ccccc2)c(=O)c2cc3occc3n12 (stereo unspecified)

assay / entry | 15 | 16 | 17 | 18 | 19 | 20 | 21 | 22 | 23 | 24
Nrf2 block | 3% | ? | -19% | -17% | 21µM* | -12% | 3% | nt | ? | 12%
A549 viability | -5% | -5% | -1% | 1% | -25% | -1% | -8% | nt | -23% | -3%
HepG2 tox | -4% | 24% | -6% | 8% | -12% | -25% | 8% | -21% | -27% | -5%
Nrf2 ARE act | 0.4% | 0.0% | -0.5% | -0.5% | 5.0% | 0.1% | 0.3% | -0.9% | 0.5% | -0.2%
pAkt inh | i | i | i | i | i | i | i | i | i | i
CCT chaperon mod | 1.3 | -1.1 | -0.3 | -1.2 | 0.7 | -2.2 | -0.5 | -4.3 | -64* | -1.4
Abeta rescue | 27% | -11% | 1% | 12% | 25% | -4% | 6% | -6% | 8% | 5%
TGFb SMAD3 inh | -1% | 0% | 7% | 1% | ? | 15% | -2% | 1% | -6% | 9%
Mm-Cpn inhibitor | 3% | -4% | 3% | 2% | ? | 0% | 0% | nt | 0% | 2%

[25] COc1cccc(CN(C)CC(=O)Nc2sc3c(c2C#N)CCC3)c1
[26] Cc1nc(N2CCN(c3ccccn3)CC2)c2c(C)c(C(=O)Nc3c(C)cc(Br)cc3C)sc2n1
[27] Cc1c(NC(=O)C(C)N2C(=O)NC3(CCC(C)CC3)C2=O)c(=O)n(-c2ccccc2)n1C (stereo unspecified)
[28] CS(=O)(=O)c1nc(-c2ccc(Br)cc2)cc(-c2ccccc2)c1C#N
[29] O=C(c1cc2cc(Cl)ccc2o1)N1CCCCCC1
[30] O=C(O)c1ccccc1CSc1ncn[nH]1
[31] CCCCC(CC)COP(=O)(OCC(CC)CCCC)OCC(CC)CCCC (stereo unspecified)
[32] CCC(C)(C)C1CCC(=NNC(=S)Nc2cccnc2)CC1 (stereo unspecified)

assay / entry | 25 | 26 | 27 | 28 | 29 | 30 | 31 | 32
Nrf2 block | 3% | -30% | 27% | ? | ? | 6% | nt | 4%
A549 viability | 2% | 4% | 20% | ? | -1% | 0%[1.84 µM] | -9% | 1%
HepG2 tox | -10% | 15% | 2% | -102% | -15% | 7% | 0% | -18%
Nrf2 ARE act | -0.5% | 0.4% | -0.4% | 7.6% | 2.2% | -0.2% | -0.7% | 0.1%
pAkt inh | i | i | i | i | i | i | i | i
CCT chaperon mod | -1.7 | -0.7 | -2.2 | -0.6 | -0.8 | 1.3 | -0.8 | 0.9
Abeta rescue | -5% | 0% | -27% | 17% | -26% | 1% | -9% | ?
TGFb SMAD3 inh | 14% | 14% | 3% | -17% | -19% | 20% | 21% | -2%
Mm-Cpn inhibitor | -3% | -14% | 0% | -7% | -2% | -1% | 0% | 0%

[33] Cc1nnc(C)c2c(C)n(-c3ccc(Cl)c(N)c3)c(C)c12
[34] COC(=O)c1ccc2nc(C(C)(C)C)c(Cc3ccc(OC)cc3C)n2c1
[35] COc1ccc(NC(=O)c2c([N+](=O)[O-])c(C(C)(C)C)nn2C)cc1
[36] CC1(C)Cc2c(cnn2-c2cccc(F)c2)C(NC(=O)CN2CCCC2=O)C1 (stereo unspecified)
[37] CC1CCN(S(=O)(=O)c2ccc3c(c2)N(CC(=O)NCCCOC(C)C)C(=O)CO3)CC1
[38] CN(CC(=O)Nc1c(Cl)cccc1Cl)C(=O)Cc1ccc2c(c1)CCC2
[39] O=C(NNC(=O)c1sccc1-n1cccc1)Nc1ccccc1
[40] O=C(/C=C/c1ccccc1)NCC(=O)N/N=C/c1ccco1

assay / entry | 33 | 34 | 35 | 36 | 37 | 38 | 39 | 40
Nrf2 block | -6% | nt | -12% | 12% | 11%&4% | ? | 1% | -13%
A549 viability | -3% | nt | 1% | -7% | 3%&-3% | 1% | 10% | -3%
HepG2 tox | 0% | -16% | -18% | 1% | -11%&-10% | -23% | -16% | 1%
Nrf2 ARE act | 1.7% | 4.4% | 1.4% | 1.1% | -0.2%&-0.8% | 0.2% | 3.8% | ?
pAkt inh | i | i | i | i | i | i | i | i
CCT chaperon mod | 2.0 | 0.5 | 0.3 | -0.5 | -0.3 | 4.5 | 2.5 | -2.4
Abeta rescue | 2% | -5% | -5% | -7% | 12%&-13% | 19% | -26% | -3%
TGFb SMAD3 inh | -9% | -9% | 3% | 6% | -27%&-4% | ? | -6% | 0%
Mm-Cpn inhibitor | -3% | nt | 1% | -4% | 2% | 4% | -4% | 0%

# 3 of the compounds above, with values under each structure.
# Fields – Nrf2 block	A549 viability	HepG2 tox	Nrf2 ARE act	pAkt inh	CCT chaperon mod	Abeta rescue	TGFb SMAD3 inh	Mm-Cpn inhibitor
38	CN(CC(=O)Nc1c(Cl)cccc1Cl)C(=O)Cc1ccc2c(c1)CCC2
    ?	1%	-23%	0.2%	i	4.5	19%	?	4%
39	O=C(NNC(=O)c1sccc1-n1cccc1)Nc1ccccc1
    1%	10%	-16%	3.8%	i	2.5	-26%	-6%	-4%
40	O=C(/C=C/c1ccccc1)NCC(=O)N/N=C/c1ccco1
    -13%	-3%	1%	?	i	-2.4	-3%	0%	0%

# Bioassay records (PubChem)
